Source: PubChem
STAT3 activator – IL-6 driven STAT3 reporter potentiators, primary screen, U3A cells, luciferase, luminescence, MLSCN library; IL-6 STAT3-luciferase reporter; 100% = signal with IL-6 EC80 alone; 190,000 compounds, 0.91% hits; activation (% of control), % at 5.6 µM;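 active = activation above the screen-wide mean of compound activation plus 3 SD, cut at about 130% in these data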;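 also: 0% = background luminescence of wells with medium and substrate only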
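Test system: STAT3-luciferase reporter U3A cells; Detection: reporter luminescence signal; Times: 1 h compound pre-exposure, 6 h IL-6 stimulation, 37 °C; Benchmarks: IL-6-only high control; Also added: IL-6 stimulus at 33 ng/mL final.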
STAT3 inh – IL-6 driven STAT3 reporter inhibitors, primary screen, U3A cells, luciferase, luminescence, MLSCN library. IL-6 STAT3-luciferase reporter; host cell line lacks STAT1. inhibition, % at 5.5 µM. 190,000 compounds, 0.89% hits. AID 862, 2007;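 active = inhibition above the mean inhibition across all screened compounds plus 3 SD, cut at about 44% in these data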;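 also: 0% = DMSO only wells and 100% = 100 µM nifuroxazide control wells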
PPARg SRC-1 ag – PPARgamma agonists recruiting SRC-1 coactivator, primary screen, biochemical; 200,000 compounds, 0.41% hits; PPARgamma-SRC-1 coactivator recruitment biochemical assay; AID 631, 2007; Peroxisome proliferator-activated receptor gamma (Homo sapiens), P37231; activation, % at 8 µM; in the data active = activation above about 19%;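 also: 0% = DMSO and 100% = reference agonist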
Target sequence (P37231 whole entry, looked up): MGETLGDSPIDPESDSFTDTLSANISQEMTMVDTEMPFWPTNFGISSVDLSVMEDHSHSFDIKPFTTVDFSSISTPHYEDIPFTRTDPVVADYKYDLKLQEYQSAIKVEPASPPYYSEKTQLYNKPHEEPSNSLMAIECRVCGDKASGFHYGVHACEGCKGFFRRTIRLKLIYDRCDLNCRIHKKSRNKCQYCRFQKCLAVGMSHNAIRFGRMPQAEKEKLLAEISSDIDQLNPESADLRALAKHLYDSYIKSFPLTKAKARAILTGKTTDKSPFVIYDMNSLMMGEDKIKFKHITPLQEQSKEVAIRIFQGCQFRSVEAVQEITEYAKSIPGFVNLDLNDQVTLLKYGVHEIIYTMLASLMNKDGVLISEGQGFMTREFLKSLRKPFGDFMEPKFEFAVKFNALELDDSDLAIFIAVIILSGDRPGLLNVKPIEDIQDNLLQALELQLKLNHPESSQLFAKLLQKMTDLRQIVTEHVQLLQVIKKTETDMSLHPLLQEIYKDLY
TNAP act hiacc – TNAP activators at high phosphate acceptor level, primary screen, biochemical, luminescence, uHTS | Alkaline phosphatase, tissue-nonspecific isozyme (Homo sapiens), P05186 | 200,000 tested, under 10 active | activation factor at 20 µM | AID 1136, 2008 | purified TNAP, CDP-star luminescence, 1 M DEA, 30 min; stronger effect = higher value; 0 = EDTA background, 1 = DMSO-only activity;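 active = activation factor at least 2 at 20 µM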
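Control set: EDTA negative control, DMSO positive control / Assay system: human TNAP / Quantity: TNAP 1/800 final / Evaluation: TNAP activation factor scaled between EDTA and DMSO control wells / Measured by: luminescent substrate turnover signal / Compound dosing: one dose, 20 µM / Times: 30 min enzyme reaction at room temperature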
STAT1 blocker – STAT1 signaling inhibitors, primary screen, cell-based, HTS, luciferase reporter. NIH 3T3 STAT1-luciferase reporter, IFN-gamma, luminescence. inhibition, % at 5.5 µM. 200,000 compounds, 0.35% hits. AID 920, 2007;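 active = inhibition above a set limit, the mean inhibition across all tested compounds plus 3 SD, cut at about 34% in these data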;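 also: 0% = IFN-gamma with DMSO and 100% = IFN-gamma with 300 µM nifuroxazide; values of inactives mirror those of a sister screen read the other way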
PPARg SRC-3 ag – PPARgamma agonists recruiting SRC-3 coactivator, primary screen, biochemical. biochemical PPARgamma/SRC-3 coactivator recruitment assay. 200,000 compounds, 0.26% hits. Peroxisome proliferator-activated receptor gamma (Homo sapiens), P37231. activation, % at 8 µM; in the data active = activation above about 23%;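 also: 0% = DMSO and 100% = reference agonist; some compounds past the cut are filed as inactive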
PPARg SRC-2 ag – agonists of PPARg-SRC-2 recruitment, primary screen, biochemical, HTS. Peroxisome proliferator-activated receptor gamma (Homo sapiens), P37231. PPARgamma LBD-SRC-2 recruitment. activation, % at 8 µM. 200,000 compounds, 0.34% hits. AID 1032, 2008; in the data active = activation above about 22%;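 also: 0% = vehicle and 100% = reference agonist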
TR-FRET SRC-2 ct – TR-FRET signal artefacts, primary screen, artefact control for PPARgamma SRC-2 agonist project, biochemical; TR-FRET artefact counter-screen; stronger effect = higher value; TR-FRET ratio at 8 µM; 200,000 compounds, 0.4% hits; in the data active = TR-FRET ratio above about 2000; also: inactives centre near 1500
bIAP activator – bovine intestinal alkaline phosphatase activators, primary screen, biochemical, bovine IAP, CDP-star luminescence; purified bovine IAP, 30 min; stronger effect = higher value; fold of DMSO-control signal, blank-subtracted; activation factor at 20 µM; 200,000 compounds, 0.17% hits; AID 1016, 2008;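 active = activation factor of 2 or more at 20 µM, a signal rise over negative controls twice the positive control's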
ROMK mod – ROMK potassium channel modulators, primary screen, cell-based, thallium flux, MLSMR library; 130,000 compounds, 2% hits; ATP-sensitive inward rectifier potassium channel 1 (Homo sapiens), P48048; B-score at 10 µM; Tet-inducible ROMK, thallium flux fluorescence; actives lie on both sides;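 active = signal ratio slope over the read window, or its plate-corrected B-score, at least 3 SD from the plate mean, either direction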;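 also: B-score of the F/F0 ratio slope over 7 to 12 s after thallium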
Target sequence (P48048 whole entry, looked up): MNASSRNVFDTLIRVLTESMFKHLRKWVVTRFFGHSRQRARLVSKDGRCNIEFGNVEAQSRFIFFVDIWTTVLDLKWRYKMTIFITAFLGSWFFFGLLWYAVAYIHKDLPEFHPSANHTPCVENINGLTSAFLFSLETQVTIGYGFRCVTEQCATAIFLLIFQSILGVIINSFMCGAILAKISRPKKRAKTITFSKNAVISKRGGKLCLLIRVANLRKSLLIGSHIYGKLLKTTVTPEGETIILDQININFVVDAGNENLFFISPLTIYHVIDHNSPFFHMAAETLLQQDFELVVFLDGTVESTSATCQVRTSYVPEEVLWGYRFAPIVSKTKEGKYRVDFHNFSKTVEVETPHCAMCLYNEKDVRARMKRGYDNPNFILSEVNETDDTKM
bIAP inh – bovine intestinal alkaline phosphatase inhibitors, primary screen, selectivity assay for TNAP inhibitor project, biochemical, bovine IAP, CDP-star luminescence; 190,000 tested, under 10 active; alkaline phosphatase, intestinal [Bos taurus]; purified bovine IAP, 30 min; AID 1019, 2008; inhibition, % at 20 µM;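 active = over 50% inhibition of intestinal alkaline phosphatase at 20 µM in the single-dose screen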
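Incubation: 30 min reaction at room temperature / Material: purified bovine intestinal alkaline phosphatase (IAP) enzyme / Input: enzyme at 1/65,000,000 dilution / Dosing: 20 µM single dose / Signal: CDP-star luminescence signal / Reagent: CDP-star chemiluminescent phosphatase substrate, 30 µM final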
* = called active by the depositor; / = not tested or not shown.

item	canonical_smiles	STAT3 activator	STAT3 inh	PPARg SRC-1 ag	TNAP act hiacc	STAT1 blocker	PPARg SRC-3 ag
1	CCCCC(CC)C(=O)NCCCN1CCN(CCCNC(=O)C(CC)CCCC)CC1 (centres undefined)	103	1	-4	1	4	-2
2	CC1Cc2ccccc2N1C(=O)CSc1nnnn1C1CCCC1 (centres undefined)	104	-2	-3	1.1	-1	8
3	CCN(CC)S(=O)(=O)c1cc(C(=O)NC2=NCCS2)ccc1Cl	101	0	6	1.1	-1	-4
4	S=c1nc(-c2ccccc2)oc2c1CCCC2	116	-8	2	1.1	-35	-5
5	c1ccc(-c2nnc3n2NC(c2ccc4c(c2)OCO4)S3)cc1 (centres undefined)	99	3	14	1	-1	12
6	CCC(C)(C)n1nnnc1CN(Cc1ccc(Cl)cc1)Cc1ccco1	100	3	6	1	3	3
7	COc1cc(OC)cc(C(=O)Nc2ccccc2N2CCOCC2)c1	108	-3	-1	1	1	-1
8	O=C(OC(C(=O)NC1CCCC1)c1ccccn1)c1cccs1 (centres undefined)	104	0	0	1	-3	5
9	COc1ccc(N2C(N)=C(C#N)C(c3ccsc3)C3=C2CCCC3=O)c(OC)c1 (centres undefined)	98	7	8	1	9	4
10	COc1ccc(OC)c(NC(=O)COC(=O)c2cc3c(s2)CCC3)c1	102	1	1	1	2	-3
11	CC1(C)CC2CC(C)(CN2C(=S)NC(=O)c2ccccc2Cl)C1 (centres undefined)	104	-10	1	1	-3	-8
12	COc1cc(CN2CCN(Cc3ccc(C)cc3)CC2)c([N+](=O)[O-])cc1OC	96	6	-2	1	8	0
13	CCOc1ccc(-c2nnc(SCC(=O)N3CCOCC3)o2)cc1	109	-9	4	1	-29	3
14	COc1ccc(OC)c(/C=C/C(=O)OCC(=O)Nc2ccc(Cl)c(S(=O)(=O)N(C)C)c2)c1	98	7	3	1	-12	4
15	COc1ccc(-c2cc(C(F)(F)F)nc(NCc3ccco3)n2)cc1OC	110	-7	6	1	-6	-5

item	PPARg SRC-2 ag	TR-FRET SRC-2 ct	bIAP activator	ROMK mod	bIAP inh
1	-2	1619	0.9	/	9
2	-8	1241	1	/	-1
3	3	1467	0.8	0.26	18
4	4	1695	1	/	2
5	-1	1529	0.8	-2	20
6	8	1685	1	-0.71	0
7	-4	1530	1	/	-5
8	-2	1642	1	/	4
9	-4	1519	1	-0.14	-4
10	-2	1417	1	-0.74	-3
11	-1	1570	1.6	/	-60
12	-6	1434	1.1	-0.19	-13
13	7	1325	1.1	/	-8
14	2	1765	1	1.1	0
15	8	1824	1	0.046	0

(listing goes on)
item	canonical_smiles	STAT3 activator	STAT3 inh	PPARg SRC-1 ag	TNAP act hiacc	STAT1 blocker	PPARg SRC-3 ag
16	CCOC(=O)c1cnc(Nc2nc3ccccc3o2)nc1CN1CCN(c2ccccc2)CC1	103	1	-2	/	3	-11
17	COc1ccc(Br)cc1CNC(=O)C1CCC(=O)N1C(C)C (centres undefined)	99	6	-1	/	-5	6
18	CCN(CC)C(=O)C(=O)c1cn(CC(=O)NCC2CCCO2)c2ccccc12 (centres undefined)	103	1	18	1.1	-6	2
19	CCSc1c(-c2ccccc2)nc2c(C)cccc2c1C(=O)O	107	-10	3	1.1	3	-6
20	Cn1cccc1Cc1nnc(SCC(=O)NC2CCCC2)n1-c1ccc(F)cc1	105	-1	6	1	-6	-7
21	COc1ccc(C2C3=C(CCCC3=O)Nc3nc(C(F)(F)F)nn32)c(OC)c1OC (centres undefined)	86	22	2	1	10	-2
22	CCNc1ccc(C(=O)OCC(=O)N2c3ccccc3NC(=O)C2(C)C)cc1[N+](=O)[O-]	98	2	-3	0.9	4	3
23	CCCOc1ccc(N2C(=O)CC(N3CCN(CCN=CC4C(=O)CC(C)(C)CC4=O)CC3)C2=O)cc1 (centres undefined)	98	3	10	1.1	8	1
24	O=C(NC1CCCCC1)N1CCCCCC1	100	2	6	1.1	6	6
25	COc1cc(Cl)c(C)cc1NC(=O)[C@@H]1CCCN1C(=O)c1cccs1	99	3	5	1	7	5
26	CS(=O)(=O)N(CC(=O)N/N=C/c1cccs1)c1cccc(Cl)c1Cl	101	5	14	1	3	14
27	CC(C)(CNC(=O)c1ccc([N+](=O)[O-])c(Cl)c1)CNC(=O)c1ccc([N+](=O)[O-])c(Cl)c1	99	3	8	1	2	-1
28	CCN1CCc2nc(NC(=O)c3ccc4c(c3)OCCO4)sc2C1	114	-9	-3	0.9	-26	6
29	CC(=O)c1ccc(NC(=O)CCCN2C(=O)/C(=C/C(C)=C/c3ccccc3)SC2=S)cc1	105	-2	1	0.9	10	1
30	Cc1ccc(C(=O)COC(=O)c2n[nH]c(=O)c3ccccc23)cc1	97	11	-4	1	-4	1

item	PPARg SRC-2 ag	TR-FRET SRC-2 ct	bIAP activator	ROMK mod	bIAP inh
16	-1	1440	/	/	/
17	-8	1654	/	/	/
18	2	1649	1	1.5	0
19	5	1540	0.9	-0.22	9
20	7	1587	1.1	/	-8
21	9	1639	1	-0.34	2
22	-1	1785	0.9	0.62	9
23	2	1680	1	0.0083	-3
24	3	1633	1	0.78	-2
25	8	1575	0.9	0.42	12
26	5	1376	1	/	4
27	4	1576	1	/	4
28	4	1449	1	/	0
29	2	1378	1	-0.045	-5
30	-10	1424	0.8	/	16

Other entries.
item	canonical_smiles	STAT3 activator	STAT3 inh	PPARg SRC-1 ag	TNAP act hiacc	STAT1 blocker	PPARg SRC-3 ag
31	CCC(C)(C)NC(=O)C(c1ccncc1)N(C(=O)c1sc(C)nc1C)c1ccc(F)cc1 (centres undefined)	103	2	2	1.1	0	-2
32	NC(=O)CSc1nc2ccccc2nc1SCC(N)=O	88	17	1	1	10	0
33	CC1CC(c2ccccc2)n2nc(NC(=O)CCc3ccccc3)nc2N1 (centres undefined)	96	11	5	1	3	8
34	COc1cc(/C=N/n2cnnc2)ccc1OCC(=O)N1CCOCC1	99	5	4	1	8	1
35	CC(C)CC(=O)NC(=S)Nc1nc(-c2cccc3ccccc23)cs1	98	14	-2	1	8	-9
36	CCN1CCCC1CNC(=O)CCNC(=O)c1cc(OC)c(OC)c(OC)c1 (centres undefined)	106	-2	8	1.1	2	-1
37	O=C(Cn1cc([N+](=O)[O-])cn1)NCC1CCCO1 (centres undefined)	100	0	-10	1.1	0	2
38	O=C(COC(=O)CNC(=O)c1ccc(F)cc1)Nc1cccc(S(=O)(=O)N2CCCC2)c1	96	7	11	1	0	-3
39	O=C(OCC#CCSc1nnc(-c2ccccc2)o1)c1cccs1	90	12	4	1	-1	2
40	O=C(NCc1cccs1)C(=O)c1cn(CC(=O)N2CCOCC2)c2ccccc12	101	5	3	1.1	-9	-6
41	Cc1ccc(/C=N/NC(=O)c2cccc(S(=O)(=O)N3CCOCC3)c2)o1	109	-7	2	1	2	2
42	COc1cc([N+](=O)[O-])ccc1NC(=O)NCc1ccco1	81	30	10	1.1	7	4
43	COc1ccc(/C=N\NC(=O)CCc2c(C)n[nH]c2C)c(OC)c1OC	97	6	5	1.1	2	4
44	COC(=O)c1cccc(NC(=O)NC2CCCN2S(=O)(=O)c2ccc(Cl)cc2)c1 (centres undefined)	89	13	3	1.1	-14	11
45	CC(C)Cc1cc(C(=O)Nc2sc3c(c2C#N)CCC3)no1	94	12	4	1	0	3

item	PPARg SRC-2 ag	TR-FRET SRC-2 ct	bIAP activator	ROMK mod	bIAP inh
31	-1	1702	1	1	-5
32	2	1713	1	0.7	-1
33	0	1537	1	/	4
34	-2	1741	0.8	-0.43	15
35	-1	1691	0.9	/	6
36	3	1677	1	/	-4
37	-4	1390	0.9	/	10
38	8	1743	1	-0.87	0
39	8	1747	0.5	-2.6	47
40	-2	1521	1.1	-0.16	-12
41	11	1554	1.1	-0.5	-8
42	2	1732	0.9	-0.8	7
43	5	1619	0.8	-0.12	15
44	8	1648	1.1	/	-6
45	12	1690	0.9	/	6

Gathered by group, the entries above containing two or more sulfur atoms.
item	canonical_smiles	STAT3 activator	STAT3 inh	PPARg SRC-1 ag	TNAP act hiacc	STAT1 blocker	PPARg SRC-3 ag
3	CCN(CC)S(=O)(=O)c1cc(C(=O)NC2=NCCS2)ccc1Cl	101	0	6	1.1	-1	-4
26	CS(=O)(=O)N(CC(=O)N/N=C/c1cccs1)c1cccc(Cl)c1Cl	101	5	14	1	3	14
29	CC(=O)c1ccc(NC(=O)CCCN2C(=O)/C(=C/C(C)=C/c3ccccc3)SC2=S)cc1	105	-2	1	0.9	10	1
32	NC(=O)CSc1nc2ccccc2nc1SCC(N)=O	88	17	1	1	10	0
35	CC(C)CC(=O)NC(=S)Nc1nc(-c2cccc3ccccc23)cs1	98	14	-2	1	8	-9
39	O=C(OCC#CCSc1nnc(-c2ccccc2)o1)c1cccs1	90	12	4	1	-1	2

item	PPARg SRC-2 ag	TR-FRET SRC-2 ct	bIAP activator	ROMK mod	bIAP inh
3	3	1467	0.8	0.26	18
26	5	1376	1	/	4
29	2	1378	1	-0.045	-5
32	2	1713	1	0.7	-1
35	-1	1691	0.9	/	6
39	8	1747	0.5	-2.6	47
